UHRF1 MBD2 ctr – UHRF1 methyl-DNA binding inhibition; Q96T88; UHRF1 binding to methylated oligo, TR-FRET; inhibition, % at 4.4 µM; actives 0.75% (n = 370,000); AID 687016; in the data active means inhibition above about 21%;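 further: UHRF1 SRA domain binding a hemimethylated CpG hairpin DNA probe; 0% = median of test compound wells and 100% = reference inhibitor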
DDE Tn6 FP inh – disrupts Tn6 cyclic peptide binding to fibrin D-Dimer-E complex | Fibrin DD(E) TRITC-Tn6 fluorescence polarization displacement | inhibition, % at 8.3 µM | actives 0.21% (n = 370,000) | AID 720509;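 active means inhibition above a per-campaign cutoff: mean of compounds within control limits plus 3 SD, cut at about 15% in these data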;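 further: 0% = median of all compound wells on the plate and 100% = blocking peptide control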
Target sequence (P02675 whole entry, looked up): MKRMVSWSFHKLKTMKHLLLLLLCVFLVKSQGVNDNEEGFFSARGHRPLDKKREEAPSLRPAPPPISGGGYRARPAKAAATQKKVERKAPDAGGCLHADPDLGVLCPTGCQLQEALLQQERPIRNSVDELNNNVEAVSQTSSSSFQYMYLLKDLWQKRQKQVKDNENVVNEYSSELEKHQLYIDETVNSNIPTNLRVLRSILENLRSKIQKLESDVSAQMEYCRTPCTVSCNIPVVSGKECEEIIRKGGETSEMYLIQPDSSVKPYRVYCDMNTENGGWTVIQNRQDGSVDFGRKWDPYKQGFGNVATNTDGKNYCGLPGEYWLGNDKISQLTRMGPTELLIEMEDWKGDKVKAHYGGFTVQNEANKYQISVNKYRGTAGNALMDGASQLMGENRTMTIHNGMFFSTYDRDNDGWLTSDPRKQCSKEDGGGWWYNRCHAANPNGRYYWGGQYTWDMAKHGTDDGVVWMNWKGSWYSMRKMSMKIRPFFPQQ
PRMT1 inh – PRMT1 (human) inhibition, primary screen; actives 1.3% (n = 370,000); inhibition, % at 2.79 µM; Q99873; recombinant PRMT1, activity-based probe fluorescence polarization; AID 652257;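 active means inhibition above about 21% made by adding two undisclosed values, limit read from the data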
TDP2 absorb – blocks human TDP2 phosphodiesterase activity; O95551; recombinant TDP2, T5PNP hydrolysis, p-nitrophenol absorbance 415 nm; inhibition, % at 12.8 µM; actives 0.34% (n = 370,000); AID 720702;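 active means inhibition above the mean of all tested compounds plus 3 SD, set per campaign, cut at about 25% in these data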;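 further: 0% = DMSO with enzyme and 100% = buffer with substrate but no TDP2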
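Assay system: Recombinant human TDP2 | Quantity: 120 nM TDP2 per well | Incubation: 2 h at 37 °C | Signal: Epi absorbance | Evaluation: Percent inhibition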
proKLK7 act – activators of human kallikrein-7 zymogen; P49862; purified proKLK7, EDANS-DABCYL substrate fluorescence; 100% is mature enzyme control, 0% vehicle; activation, % at 7 µM; actives 0.9% (n = 370,000);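 active means activation above the mean of all tested compounds plus 3 SD, computed per campaign excluding outliers beyond control limits, cut at about 13% in these data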
Target sequence (P49862 whole entry, looked up): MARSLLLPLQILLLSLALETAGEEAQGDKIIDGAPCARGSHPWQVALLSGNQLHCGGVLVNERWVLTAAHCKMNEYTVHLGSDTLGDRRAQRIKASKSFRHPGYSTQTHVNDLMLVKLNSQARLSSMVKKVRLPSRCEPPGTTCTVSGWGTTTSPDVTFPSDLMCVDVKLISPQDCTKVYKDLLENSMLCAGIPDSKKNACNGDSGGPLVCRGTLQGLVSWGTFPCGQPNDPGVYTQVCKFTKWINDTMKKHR
MBD2 DNA inh – inhibitors of human MBD2 binding to methylated oligonucleotide; Q9UBB5; TR-FRET; inhibition, % at 4.4 µM; actives 0.31% (n = 370,000); in the data active means inhibition above about 13%
Tn7 DDE FP – DD(E)-Tn7 binding inhibition, primary FP screen; P02675; FP displacement of FITC-Tn7 peptide from fibrin DD(E); 0% = median of compound wells per plate; inhibition, % at 8.3 µM; actives 0.13% (n = 370,000);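 active means inhibition above the mean of compounds falling within the control limits plus 3 SD of them, cut at about 14% in these data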;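 further: 0% = plate median of compound wells and 100% = 10 µM Aha-Tn7 peptide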
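Test system: human clot-derived fibrin DD(E) complex / Quantity: 2 µM final DD(E) protein / Incubation: 10 min plus 3 h, room temperature / Measured by: fluorescence polarization / Benchmarks: high control of 10 µM Aha-Tn7 peptide / Replicates: singlicate testing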
SIAE inh – inhibitors of human sialic acid acetylesterase SIAE; actives 0.69% (n = 370,000); Q9HAT2; AID 1053197; SIAE FP-Rh probe binding, fluorescence polarization; inhibition, % at 9.66 µM;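 active means inhibition above a cutoff: mean of compounds within the control limits plus 3 SD of those, cut at about 17% in these data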;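 further: 0% = plate median of compound wells and 100% = probe without SIAE protein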
TCR-CD3 inh – blocks the human TCR-CD3 interaction; TAMRA-labeled TCR probe fluorescence, biochemical; inhibition, % at 9.4 µM; actives 0.37% (n = 360,000); AID 651800; in the data active means inhibition above about 19%;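 further: recombinant mutant TCR 2C K166C tagged with TAMRA read by polarization; 0% = receptor in buffer alone and 100% = receptor with positive control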
LEDGF integ inh – blocks HIV-1 LEDGF/p75-dependent DNA integration | TR-FRET IN-LEDGF/p75 DNA integration, Eu/Cy5 | inhibition, % at 3.7 µM | actives 0.64% (n = 370,000) | AID 743269;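 active means inhibition above the screen-wide mean plus 3 SD, cut at about 13% in these data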;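 further: signal is the Cy5 over europium emission ratio at 671 and 618 nm; 0% = plate median of compound wells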
The depositor's hits bear a star.

No. | compound | UHRF1 MBD2 ctr | DDE Tn6 FP inh | PRMT1 inh | TDP2 absorb | proKLK7 act | MBD2 DNA inh | Tn7 DDE FP | SIAE inh | TCR-CD3 inh | LEDGF integ inh
1 | CC(NCc1ccc2c(c1)OCO2)C(=O)NC1CCCc2ccccc21 (stereo not drawn) | 3 | 3 | 2 | -1 | -0.5 | -4 | 0 | -1 | -3 | 0
2 | CCOC(=O)C(C)Oc1cccc2c(=O)n(CC(=O)N3CCc4ccccc43)ccc12 (stereo not drawn) | 0 | -2 | 5 | 1 | 0.5 | 3 | -2 | -3 | 0 | -3
3 | CC(C)(C)c1ccc(NC(=O)COC(=O)CCc2nc3ccccc3c(=O)[nH]2)cc1 | -1 | -4 | -2 | 7 | -0.2 | 3 | 0 | -8 | 0 | 1
4 | COc1ccc(-c2ccc(CN3C(C(C)C)C(=O)N(Cc4cn(Cc5ccco5)nn4)CCS3(=O)=O)cc2)cn1 (stereo not drawn) | -1 | 0 | 6 | 6 | -0.4 | -3 | -2 | -6 | 0 | 6
5 | Cn1c(CCN2CCCCC2)nc2cc(NC(=O)COc3ccc([N+](=O)[O-])cc3)ccc21 | 11 | 3 | 0 | -3 | 0.6 | -8 | 3 | 4 | 7 | 0
6 | CSc1nnc(-c2cc(-c3ccc(C)cc3)nc3ccccc23)o1 | -4 | 0 | -5 | 8 | -0.5 | 4 | 1 | 4 | 1 | 1
7 | CC1CCN(c2ccc(NC(=O)c3cccnc3)cc2)CC1 | 5 | -6 | -2 | -14 | -0.1 | -5 | 0 | -6 | -12 | 2
8 | O=C(CC1SC(=Nc2ccccc2)N(CCO)C1=O)Nc1ccccc1 (stereo not drawn) | 1 | 7 | 1 | 3 | 0.3 | -1 | 1 | -3 | 0 | -4
9 | COc1ccc(CNc2oc(-c3cccc4ccccc34)nc2C#N)cc1 | 1 | -3 | 0 | 6 | -76 | 0 | 1 | -5 | -5 | 1
10 | Cn1nc(C(=O)Nc2cccc(S(=O)(=O)N3CCOCC3)c2)c2ccccc2c1=O | 0 | -7 | 1 | 8 | 0.2 | -5 | -2 | 5 | -8 | 3
11 | COc1ccc(C(=O)Nc2nc(CC(=O)NCCc3cccc(OC)c3)cs2)cc1 | -1 | 3 | -1 | 12 | 0.4 | 0 | 7 | -2 | 4 | -3
12 | Cc1ccc(C)c(S(=O)(=O)ON2C(=O)c3ccccc3C2=O)c1 | 0 | 0 | -1 | 2 | 0.4 | -5 | 5 | -1 | -1 | 2
13 | O=S1(=O)N[C@H](Cc2ccccc2)COc2cc(N3CCCCC3)ccc21 | 4 | -6 | -1 | -3 | -0.5 | -2 | -4 | 2 | -4 | -2
14 | CCn1c2ccccc2c2cc(/C(C)=N/O)ccc21 | 5 | -4 | 0 | 6 | 0.5 | -5 | -1 | -2 | 3 | -1
15 | Cc1csc2nc3ccccc3c(=O)n12 | 0 | 3 | 0 | -5 | 2.8 | -1 | -3 | -1 | -4 | -4
16 | O=C(CSc1ccc(Cl)cc1)Nc1nnc(-c2ccco2)o1 | -3 | 4 | 1 | -7 | -0.2 | -2 | 7 | 1 | 1 | 4
17 | O=C(O)CCCC(=O)N1CCN(c2cccc(Cl)c2)CC1 | -2 | 3 | -2 | 8 | 0.3 | 3 | -1 | 6 | -5 | -1
18 | CC(C)CC(NC(=O)c1ccc(Cl)cc1Cl)C(=O)O (stereo not drawn) | 1 | 0 | -2 | -2 | -0.3 | 1 | -6 | -3 | -2 | -1
19 | CC(C[N+](C)(C)C)OC(N)=O (stereo not drawn) | 0 | -4 | 0 | 0 | 0.1 | 0 | -6 | -6 | 0 | 4
20 | CC(C)(C)OC(=O)NCCCCCNC(=O)c1[nH]cnc1C(=O)Nc1ccccc1 | 0 | 0 | -1 | 6 | 0.8 | -5 | 4 | 4 | 4 | 2
21 | CC(C)NC(=O)c1cc(C2CCCCN2S(=O)(=O)c2ccc(C#N)cc2)on1 (stereo not drawn) | 4 | -2 | 1 | 7 | 0.2 | 2 | -4 | 5 | 3 | -3
22 | Cc1cc(/C=C2/NC(=O)N(Cc3ccccc3F)C2=O)c(C)n1C(C)C | 2 | 1 | 1 | -1 | 0.5 | -7 | -5 | -2 | 5 | 0
23 | c1ccc2c3c([nH]c2c1)-c1[nH]ncc1CC3 | -10 | -5 | 0 | 6 | 0.6 | -9 | -2 | 9 | 4 | 2
24 | Cc1cccc(NC(=O)C(C)C(=O)c2ccccc2)c1 (stereo not drawn) | 0 | -1 | 2 | -10 | -0.6 | 3 | 9 | -18 | 2 | -8
25 | Cc1[nH]n(C)c(=O)c1C(=O)c1c(-c2c(Cl)cccc2Cl)noc1C | -8 | -7 | -1 | 12 | 0.2 | -3 | -2 | 1 | 2 | -3
26 | COC(=O)c1sc(NC(=O)c2cc(-c3ccccc3)nc3ccccc23)c(C#N)c1C | -2 | -3 | 37* | -5 | 0.1 | 3 | 2 | -7 | 0 | -2
27 | Cc1cc2c(NCc3ccccc3)ncnc2s1 | -1 | 7 | -1 | 3 | 0.4 | -1 | -14 | -2 | 3 | 3
28 | CN(CC(=O)Nc1ccc(F)cc1)C(=O)c1cc2c(s1)CCCCC2 | 0 | 7 | 0 | -6 | 0.2 | 0 | 7 | 0 | 1 | 0
29 | COc1ccc(OC)c(NC(=O)c2cc3n(n2)C(C(F)(F)F)CC(c2ccc4c(c2)OCO4)N3)c1 (stereo not drawn) | -4 | 1 | 0 | -12 | -1.1 | -8 | -4 | 0 | 2 | 6
30 | COC(=O)CN(c1cccc(C(C)=O)c1)S(C)(=O)=O | 0 | 4 | 2 | 0 | -1.0 | 2 | -9 | 2 | 11 | -1
31 | Cc1cc(C(=O)NNC(=O)CN2C(=O)NC3(CCCCC3)C2=O)c(C)o1 | -1 | -7 | -4 | -12 | -0.6 | -4 | -12 | 2 | -11 | 1
32 | O=C(NCCS(=O)(=O)N1CCN(c2ccccc2F)CC1)c1ccc(Cl)cc1 | -2 | -2 | -4 | 7 | -0.1 | -3 | 7 | 3 | 4 | 3
33 | COc1ccc(NC(=O)CCSc2nc(C)cs2)cc1 | 0 | 0 | 4 | -4 | 0.4 | 5 | -4 | 4 | -1 | -2
34 | OC[C@@H]1CN(CCc2ccccc2)C[C@H](n2cnc3c(N4CCOCC4)ncnc32)O1 | 1 | 1 | 6 | 6 | 0.4 | 9 | -8 | 9 | 2 | -1
35 | O=C(NC(=O)N1CCCCCC1)c1ccc(Cl)cc1 | 1 | -2 | 3 | -6 | -0.2 | 3 | 5 | -1 | 3 | -1
36 | CCc1nnc(NC(=O)CSc2nnc(CNc3cccc(C)c3)n2-c2ccccc2)s1 | -3 | -2 | -3 | 10 | 0.4 | 4 | -4 | 2 | 2 | 0
37 | O=C(NC(=S)NNC(=O)c1cnccn1)c1ccc(F)cc1 | 0 | 4 | -2 | 2 | 0.4 | 2 | -5 | 9 | 1 | -2
38 | Cc1cc(C)cc(NC(=O)C(NCCN2CCOCC2)c2ccccc2)c1 (stereo not drawn) | 2 | 4 | 5 | 13 | -0.3 | 5 | -2 | 9 | 0 | -1
39 | COc1ccc(-c2nc3ccc(C)cn3c2Cc2ccccc2)cc1OC | 15 | 4 | 7 | -2 | -5.8 | 0 | 1 | 1 | -7 | -4
40 | COC(=O)C1=C(N)OC2=C(C(=O)CC(C)(C)C2)C1c1cc2c(cc1Cl)OCO2 (stereo not drawn) | -2 | 7 | 1 | 4 | 0.8 | -4 | 1 | 0 | 9 | -8
41 | CCCCOC(=O)C1=C(C)NC2=C(C(=O)CCC2)C1c1cc(OC)ccc1OC (stereo not drawn) | 1 | -3 | 1 | -1 | 0.8 | 0 | -5 | 3 | -6 | -1
42 | O=C(NCC(=O)N1CCN(C(=O)c2ccco2)CC1)c1ccc(Cl)cc1 | 0 | -4 | -2 | 10 | 0.2 | -4 | -7 | -2 | 6 | 2
43 | CNc1nc(C)cc(C)c1S(=O)(=O)c1ccc(Cl)cc1 | -1 | -2 | -2 | -4 | 1.0 | -8 | -3 | 1 | 4 | -1
44 | CC(=O)c1cccn1S(=O)(=O)c1ccccc1 | 0 | 0 | 0 | -3 | -0.9 | 1 | -7 | -11 | -3 | 1
45 | COc1ccc(C2N=C(N)N=C(N)N2c2ccccc2)cc1OC (stereo not drawn) | -1 | 4 | 1 | 5 | -0.5 | 0 | 1 | 1 | 7 | -1
46 | CN(C)CCN1C(=O)C(=O)/C(=C(/O)c2ccc(F)cc2)C1c1ccccc1 (stereo not drawn) | -2 | 0 | -3 | -3 | 0.3 | -8 | 2 | 4 | 2 | -1
47 | COc1ccc(C(=O)Nc2nnc(C3=COCCO3)o2)cc1 | -3 | 3 | -2 | 2 | -0.2 | 1 | 1 | 0 | -8 | -4

Compound profiles (already shown):
Record of COc1ccc(C(=O)Nc2nnc(C3=COCCO3)o2)cc1 = UHRF1 MBD2 ctr: -3; DDE Tn6 FP inh: 3; PRMT1 inh: -2; TDP2 absorb: 2; proKLK7 act: -0.2; MBD2 DNA inh: 1; Tn7 DDE FP: 1; SIAE inh: 0; TCR-CD3 inh: -8; LEDGF integ inh: -4
Record of Cc1cc2c(NCc3ccccc3)ncnc2s1 = UHRF1 MBD2 ctr: -1; DDE Tn6 FP inh: 7; PRMT1 inh: -1; TDP2 absorb: 3; proKLK7 act: 0.4; MBD2 DNA inh: -1; Tn7 DDE FP: -14; SIAE inh: -2; TCR-CD3 inh: 3; LEDGF integ inh: 3

Entries above with fluorine (6):
No. | compound | UHRF1 MBD2 ctr | DDE Tn6 FP inh | PRMT1 inh | TDP2 absorb | proKLK7 act | MBD2 DNA inh | Tn7 DDE FP | SIAE inh | TCR-CD3 inh | LEDGF integ inh
22 | Cc1cc(/C=C2/NC(=O)N(Cc3ccccc3F)C2=O)c(C)n1C(C)C | 2 | 1 | 1 | -1 | 0.5 | -7 | -5 | -2 | 5 | 0
28 | CN(CC(=O)Nc1ccc(F)cc1)C(=O)c1cc2c(s1)CCCCC2 | 0 | 7 | 0 | -6 | 0.2 | 0 | 7 | 0 | 1 | 0
29 | COc1ccc(OC)c(NC(=O)c2cc3n(n2)C(C(F)(F)F)CC(c2ccc4c(c2)OCO4)N3)c1 (stereo not drawn) | -4 | 1 | 0 | -12 | -1.1 | -8 | -4 | 0 | 2 | 6
32 | O=C(NCCS(=O)(=O)N1CCN(c2ccccc2F)CC1)c1ccc(Cl)cc1 | -2 | -2 | -4 | 7 | -0.1 | -3 | 7 | 3 | 4 | 3
37 | O=C(NC(=S)NNC(=O)c1cnccn1)c1ccc(F)cc1 | 0 | 4 | -2 | 2 | 0.4 | 2 | -5 | 9 | 1 | -2
46 | CN(C)CCN1C(=O)C(=O)/C(=C(/O)c2ccc(F)cc2)C1c1ccccc1 (stereo not drawn) | -2 | 0 | -3 | -3 | 0.3 | -8 | 2 | 4 | 2 | -1

Source: PubChem
